Compound activity as filed in PubChem BioAssay.
iPSC survival up: hiPSC single-cell survival enhancement; 360,000 compounds, 0.044% hits; ATPlite luminescence; 100% = ROCK inhibitor wells, 0% = DMSO; AID 602274; survival enhancement, % at 20 µM; in the data active = survival enhancement above about 18%;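 note: cells exposed to compounds for 16 hours before the ATP read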
CaV13 ICDI inh: Primary screen for inhibitors of IQ motif and Ca2+-dependent inactivation inhibitor domain binding in CACNA1D, Förster resonance energy transfer in living cells, …; inhibition, % at 12.3 µM; HEK cells, CFP/YFP FRET ICDI-IQ, plate reader, 10 min; percent FRET-ratio fall versus neutral wells; 340,000 compounds, 0.098% hits;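 active = mean replicate inhibition of at least 30% and at least 1% of replicates passing that level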;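 note: 0% = median of the neutral control wells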
Vif imaging: HIV Vif inhibition; HEK293T cells, Vif self-association by quenched fluorescence, imaging, 24 h; inhibition, % at 7.49 µM; 340,000 compounds, 0.35% hits; in the data active = inhibition above about 50%, passing the limit was not always enough; note: some results filed as inactive read as strong as hits
HIF-2a block: blocks HIF-2a reporter activity; 360,000 compounds, 0.72% hits; 786-0 RCC cells HIF-2a reporter, luciferase luminescence, overnight; inhibition, % at 18.8 µM; AID 624352;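 active = inhibition of the luminescence signal of 40% or more relative to plate controls, in a single-dose primary screen at 18.75 µM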
MITF TRPM1 inh: inhibitors of MITF-driven TRPM1 promoter in melanoma cells; 330,000 compounds, 0.83% hits; SK-MEL-5 TRPM1 promoter luciferase, 24 h; inhibition, % at 12.5 µM; AID 488899;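 active = mean inhibition across replicates of 60% or more, whatever share of single replicates reaches that level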; note: values of inactives mirror those of a sister screen read the other way
Peg3 prom inh: reduces Peg3 promoter-driven luciferase expression in HeLa | AID 588405 | 360,000 compounds, 1.7% hits | inhibition, % at 20 µM | HeLa PEG-Prom luciferase reporter, luminescence, overnight;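 active = inhibition of at least 50% at 20 µM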
aDG glyco act: increases alpha dystroglycan glycosylation | Pro5-aDG cells, alpha-DG glycosylation AlphaScreen (IIH6); 0% Pro5, 100% B10-LARGE cell signal | activation, % at 10 µM | 360,000 compounds, 0.22% hits | AID 624168;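 active = activation of at least 8% versus controls, or a plate z-score of at least 8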;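 note: Pro5 are CHO cells carrying HIG-tagged alpha-DG that lacks glycosylation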
Granule exo inh: blocks lytic granule exocytosis; AID 651702; inhibition, % at 10 µM; TALL-104 LAMP-1 surface exposure, flow cytometry; cells stimulated with thapsigargin and PMA; 360,000 compounds, 0.66% hits;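 active = inhibition above about 55%, limit read from the data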
PDI turbidity: inhibitors of human protein disulfide isomerase. inhibition, % at 10 µM. AID 588391. PDI insulin aggregation turbidity, A650, 90 min. 350,000 compounds, 0.052% hits. P07237;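 active = mean inhibition across replicates of 30% or more, whatever share of single replicates reach that level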;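 note: absorbance from insulin aggregation driven by PDI reduction with DTT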
Target sequence (P07237 whole entry, looked up): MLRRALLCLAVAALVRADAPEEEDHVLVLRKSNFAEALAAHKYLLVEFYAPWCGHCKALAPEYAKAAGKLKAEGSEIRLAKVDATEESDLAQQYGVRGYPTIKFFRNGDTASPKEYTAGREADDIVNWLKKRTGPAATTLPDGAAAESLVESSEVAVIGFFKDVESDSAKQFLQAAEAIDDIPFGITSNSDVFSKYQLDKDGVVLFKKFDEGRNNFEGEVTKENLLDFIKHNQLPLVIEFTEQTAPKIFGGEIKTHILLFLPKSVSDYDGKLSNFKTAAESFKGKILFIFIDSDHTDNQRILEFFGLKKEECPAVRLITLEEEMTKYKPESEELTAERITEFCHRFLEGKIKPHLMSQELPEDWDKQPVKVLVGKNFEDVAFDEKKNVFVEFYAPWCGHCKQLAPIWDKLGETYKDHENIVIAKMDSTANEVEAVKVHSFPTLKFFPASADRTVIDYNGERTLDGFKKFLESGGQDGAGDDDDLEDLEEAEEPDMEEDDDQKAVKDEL
NR2E3 ag-1: NR2E3 (human) agonism; Q9Y5X4; GST-NR2E3/biotin-RetCOR TR-FRET, 1536-well; inhibition of corepressor binding, % at 4.78 µM; 320,000 compounds, 0.12% hits; AID 2300;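 active = percent inhibition above the cutoff of mean plus 3 SD of all tested compounds, set per screening campaign, cut at about 20% in these data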;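 note: 0% = DMSO wells and 100% = biotin wells as full block of FRET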
Target sequence (Q9Y5X4 whole entry, looked up): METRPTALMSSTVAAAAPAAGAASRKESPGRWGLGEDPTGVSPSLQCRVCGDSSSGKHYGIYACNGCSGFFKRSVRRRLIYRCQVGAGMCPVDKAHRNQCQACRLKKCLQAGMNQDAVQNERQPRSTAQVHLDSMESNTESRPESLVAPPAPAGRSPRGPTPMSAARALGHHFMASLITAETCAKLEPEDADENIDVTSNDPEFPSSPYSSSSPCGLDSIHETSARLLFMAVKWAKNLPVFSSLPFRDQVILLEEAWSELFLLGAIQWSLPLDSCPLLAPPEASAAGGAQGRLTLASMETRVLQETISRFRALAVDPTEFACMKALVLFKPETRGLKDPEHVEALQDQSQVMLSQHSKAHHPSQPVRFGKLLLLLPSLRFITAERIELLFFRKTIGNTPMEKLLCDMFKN
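Material – GST-tagged NR2E3 plus biotinylated RetCOR corepressor · Quantity – NR2E3 fusion 1.35 nM · Times – 5 h incubation at 4 °C · Medium – pH 7.5 Tris-based buffer · Technique – TR-FRET, Eu(K)-anti-GST donor, streptavidin-D2 acceptor, ex 340, em 617/671 nm · Benchmarks – high control biotin, low control 0.6% DMSO · Format – 1536-well plates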
NR2E3 ag-2: agonists of human NR2E3 nuclear receptor | Q9Y5X4 | CHO-S Gal4-NCOR/VP16-NR2E3 two-hybrid, luciferase | inhibition of corepressor binding, % at 3.98 µM | 360,000 compounds, 0.35% hits | AID 602229;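 active = inhibition above the mean of all tested compounds plus 3 SD, cut at about 70% in these data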;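 note: 0% = DMSO with NR2E3 transfected cells and 100% = cells lacking NR2E3 construct; higher means lower luciferase signal from less NR2E3 corepressor binding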
The depositor's hits bear a star; x = no result given; & = joins results of further samples.

SMILES	iPSC survival up	CaV13 ICDI inh	Vif imaging	HIF-2a block	MITF TRPM1 inh	Peg3 prom inh	aDG glyco act	Granule exo inh	PDI turbidity	NR2E3 ag-1	NR2E3 ag-2
O=C(Cc1ccccc1)NCC(=O)OC(c1ccccc1)c1ccccc1	5.6	0	-1	24	-5	1	0.2	1	-12	0	4
Cc1onc(-c2c(F)cccc2Cl)c1C(=O)Nc1nccs1	2.0	-5	-2	22	9	7	-0.3	0	-29	0	-13
COc1ccc(N2CCN(CCCNC(=O)C(=O)c3c[nH]c4ccccc34)CC2)cc1	-0.4	x	-10	5	8	4	0.1	6	0	2	-1
C(=N\NCc1ccccc1)/c1ccc2ncccc2c1	-0.6	-15	6	-156	x	-137	-0.1	0	-3	4	-114
COc1ccccc1CC(NC(C)=O)C(=O)NC1CCN(C(=O)NCc2ccccc2)CC1 (stereo not given)	0.2	-4	11	12	-2	3	0.0	-10	-2	x	19
CCOc1ccc(CN(C)C(=O)[C@H](C)NC(=O)c2ccco2)cc1OC	0.8	-3	8	7	6	0	0.0	8	-47	1	-41
COc1cc(/C=N/NC(=O)c2ccncc2)ccc1O	-1.2&1.6	-5&-5	-7&-6	-2&16	-9&4	5&-10	0.0&-0.2	-1&-1	-19&-1	-1&-2	0&-44
COc1ccc(C2=NOC(Cn3nc(-c4ccccc4)cc3C(=O)NCc3ccccc3OC)C2)cc1 (stereo not given)	-2.4	-2	-2	12	-1	7	-0.1	-2	7	x	-28
CC(Nc1cc(N2CCNCC2)ccc1[N+](=O)[O-])c1ccccc1 (stereo not given)	-0.8	-15	-3	14	-6	0	-0.1	0	2	-2	5
CCCCN(C)S(=O)(=O)c1ccc(C(=O)N(CCN(C)C)c2nc3ccc(C)cc3s2)cc1	-1.1	0	-3	-62	-14	-62	-0.1	1	3	0	-14
COc1ccc(NC(=O)CN(C)CC(=O)NCCc2ccc(F)cc2)cc1	-0.6	-6	4	6	3	8	-0.1	2	-14	x	-11
CC(Oc1ccc(Br)cc1)C(=O)NC1CCN(Cc2ccccc2)CC1 (stereo not given)	-0.6	-6	-2	-1	-16	0	0.2	2	-2	0	-15
Cc1cccc(CS(=O)(=O)c2ncc(Cl)c(C(=O)Nc3c(C)cccc3C)n2)c1	-0.3	-3	-4	47*	19	103*	0.1	55	-6	1	17
CN(C)c1ccccc1C(=O)N1CCCC(Nc2ccc(F)cc2)C1 (stereo not given)	-0.6	-3	-5	2	-10	9	0.2	2	-3	-3	-1
O=c1cc(Cl)[nH]c(=O)n1Cc1ccc(F)cc1	0.7	-2	-3	8	4	-10	0.3	6	-6	-1	-17
CC1CCN(C2=C(NS(=O)(=O)c3ccc(Cl)cc3)C(=O)c3ccccc3C2=O)CC1	-0.4	-5	-6	-95	-12	-51	0.4	7	-7	1	-57
COc1ccc(NC(=O)CCC(=O)N/N=C/c2cccnc2)cc1	0.4	-3	7	4	-2	-6	0.1	-6	16	-4	8
Cc1ccc(NC(=O)COc2coc(CN3CCc4ccccc43)cc2=O)c(C)c1	-0.6	-5	-1	12	4	-2	-0.1	1	4	3	22
O=C(NCc1ccco1)C12CC3CC(CC(C3)C1)C2	2.2	x	16	16	-1	1	-0.1	-2	-3	5	3
COC(=O)c1ccc(COc2ccccc2/C=C(\C#N)C(=O)Nc2ccc(C)cc2C)cc1	0.5	-3	33	3	-19	-23	-0.4	-2	-6	4	-9
O=[N+]([O-])c1cc(NCCO)c(N2CCCCCC2)c2nonc12	-0.5	-3	-14	22	-3	17	-0.2	6	3	0	-40
CC(=O)c1ccc(Oc2ccc(C(C)=O)cc2)cc1	-1.5	-5	x	-159	-29	-185	0.0	1	-6	1	-72
Cc1ccc(NS(=O)(=O)c2ccc(C)c(C(=O)N3CCN(C)CC3)c2)cc1	-1.9	x	-3	15	4	9	0.6	4	-2	-1	7
CC(=O)N1CCN(c2ccc(Oc3nc(-c4ccccc4)nc4ccccc34)cc2)CC1	-0.4	-4	0	-47	3	-21	0.0	1	18	x	-7
CCCn1c(N)c(N(CCOC)C(=O)C2CCCC2)c(=O)[nH]c1=O	-0.3	-5	x	5	-3	9	0.1	-2	-4	1	17
OC(c1ccco1)c1nc(-c2ccc(F)c(Cl)c2)cs1 (stereo not given)	1.2	-4	-5	-107	x	-99	0.3	4	-3	x	-26
CCC(CNC(=O)c1c(C)nn(-c2ccccc2)c1Cl)c1ccccc1 (stereo not given)	0.1	-5	-7	-14	4	18	0.0	2	-4	0	11
Cc1ccc(S(=O)(=O)CCC(=O)N(Cc2nnc(-c3ccc(Cl)cc3)o2)C2CC2)cc1	0.3	-6	-9	-132	-29	-133	0.3	0	-13	4	7
CSCCC(C)N1CCC(Oc2ccc(C(=O)N3CCCC3)cc2)CC1 (stereo not given)	-0.1	x	9	5	-11	8	-0.2	3	2	2	-42
COc1ccc(OC)c(-c2csc(NC(=O)COC(=O)c3ccc(NC(=O)CC#N)cc3)n2)c1	-0.5	x	23	-9	x	-11	0.4	-1	-7	0	-4
C[C@@H]1CN([C@H](C)CO)C(=O)CCCn2nncc2CO[C@H]1CN(C)C(=O)NC1CCCCC1	-1.3	-5	-2	4	x	-9	0.0	3	-1	x	-33
CCOC(=O)CC(NS(=O)(=O)c1ccc(NC(C)=O)cc1)c1ccc(OCC)cc1 (stereo not given)	-2.5	-5	13	8	3	8	0.0	-2	-1	2	25
O=C(NNC(=O)C1CCN(S(=O)(=O)c2ccc(Cl)cc2)CC1)c1ccc(Cl)cc1	-0.9	-8	x	22	8	15	0.0	-1	-10	1	-39
CCOC(=O)c1cc2c(OC)ccc(OC)c2n1CC(=O)c1ccccc1	-0.4	-21	7	6	-2	0	0.0	-10	8	-1	-10
O=C(NNC(=O)c1cc2ccccc2oc1=O)c1ccccc1	-0.7	-4	79*	-182	x	-181	-0.1	9	-8	-1	-15
O=C(Nc1ccccc1Cl)O/N=C/c1ccncc1	0.4	-4	3	-11	5	8	-0.1	-2	-9	-1	-29
O=C(O)c1ccc(Oc2nc3ccccc3s2)cc1	1.0	-6	2	-127	-70	84*	-0.1	-2	-3	x	-68
Cc1c(-c2ccc(Br)cc2)[n+](=O)c2c(n1[O-])CCCCC2	1.1	-5	9	4	3	14	0.2	2	2	0	-13
Cc1cccc(N2C(=O)N3[C@H](c4ccc(Cl)cc4)[C@@H]4C(=O)N(C5CCCCC5)C(=O)[C@@H]4[C@]3(Cc3ccc(Cl)cc3)C2=O)c1	-3.1	x	x	0	-5	-1	0.4	2	0	3	-7
CN(C)c1ccc(-c2nnn(CC(=O)Nc3ccccc3N3CCOCC3)n2)cc1	-0.7	-8	-1	-4	-9	22	0.2	0	17	1	0
CNC[C@@H]1OCc2cnnn2CCCC(=O)N([C@H](C)CO)C[C@H]1C	2.6	-6	-4	7	x	-10	0.1	-3	-2	x	-18
NC(=O)Cc1ccc(C(=O)c2ccc(F)cc2)s1	-0.4	9	8	-4	-7	-26	-0.4	2	-3	1	-11
CCn1c(SCC(=O)N2CCC(C)CC2)nc2c(c1=O)SCC2	2.5	x	-5	13	1	3	0.5	-1	0	1	-32
Cc1ccc(S(=O)(=O)NCCN2CCNC2=O)cc1	0.6	-4	6	5	4	7	-0.2	0	-14	2	19
Cc1cccc2sc(NC(=O)[C@@H]3CCCN3C(=O)c3cccs3)nc12	0.6	-6	0	14	10	-4	-0.2	-1	-1	1	-1

Looked up above.
CCOC(=O)CC(NS(=O)(=O)c1ccc(NC(C)=O)cc1)c1ccc(OCC)cc1 (stereo not given) @ NR2E3 ag-1 = 2
CCn1c(SCC(=O)N2CCC(C)CC2)nc2c(c1=O)SCC2 @ Peg3 prom inh = 3

Following part
SMILES	iPSC survival up	CaV13 ICDI inh	Vif imaging	HIF-2a block	MITF TRPM1 inh	Peg3 prom inh	aDG glyco act	Granule exo inh	PDI turbidity	NR2E3 ag-1	NR2E3 ag-2
O=C(COC(=O)c1cncc(Br)c1)Nc1nc(-c2ccc(F)cc2)cs1	2.7	-5	-2	-50	-6	-79	-0.2	-4	-4	1	-37
CN(C)S(=O)(=O)c1cccc(NC(=S)Nc2ccc3cn[nH]c3c2)c1	-0.8	-3	-9	3	10	-6	-0.1	0	9	1	5
COc1ccc(CC(=O)Nc2ccccc2N2CCOCC2)cc1OC	-2.9	-7	-6	21	8	8	1.6	-2	-7	1	20
CCOc1ccccc1NC(=O)CSc1nnc(CNC(=O)c2cccs2)o1	-0.2	-1	4	14	4	-4	0.1	-1	1	0	-10
COC(=O)c1sc(C(F)(F)F)c(-c2ccccc2)c1S(=O)(=O)N1CCCC1	0.5	-20	2	10	3	13	0.0	3	-1	-1	-38
Cn1c(SCC(=O)N2CCOCC2)nc2sc3c(c2c1=O)CCCC3	3.3	-4	-5	19	-1	12	-0.3	3	3	0	8
CC(=O)c1ccc(NC(=O)CN2CCC(C(=O)c3ccc4c(c3)OCCO4)CC2)cc1	-0.5	-7	-3	0	12	1	0.2	30	12	4	-20
CC(C)CC1C(=O)N(Cc2cn(CCC3OCCO3)nn2)CCS(=O)(=O)N1Cc1ccc(-c2ccc(Cl)c(Cl)c2)cc1 (stereo not given)	-0.6	-8	-4	-4	x	41	-0.1	10	24	x	6
Cc1ccc(NC(=O)CN2C(=O)S/C(=C\C(=O)Nc3ccc(Cl)cc3)C2=O)cc1	-1.7	-3	0	-8	-9	16	-0.2	7	2	-3	-6
Cc1cc(C)n2nc(C(=O)NCc3ccco3)cc2n1	0.6	-7	-17	-15	5	6	0.2	-3	2	4	1
O=C(CCC(=O)Nc1ccccc1)N/N=C/c1ccco1	-0.5	-7	x	0	-12	9	-0.1	2	-10	-1	-4
COC(=O)c1cc(COC(=O)CNC(=O)c2cccc(C)c2)oc1C	0.1	-3	10	11	3	-1	-0.2	10	-7	-1	8
COc1ccc(-c2cc(C(=O)N/N=C/c3cc(OC)c(OC)cc3OC)c3ccccc3n2)cc1	-0.8	-2	-1	2	x	-11	-0.2	-1	-2	4	-6
COc1ccccc1N1CCN(CC(=O)NCc2ccc(Cl)cc2)CC1	-0.4	19	8	9	11	17	0.1	-7	3	2	6
CN(Cc1ccc(OCC(O)CN(C)Cc2ccccc2)cc1)Cc1nccn1C (stereo not given)	-0.5	-2	x	13	6	2	0.1	17	1	-5	-3
Cc1ccc(C(C(=O)NCC2CCCO2)N(C(=O)c2snc(C(N)=O)c2N)c2ccc(F)cc2)o1 (stereo not given)	0.0	-3	-2	21	5	9	0.1	4	1	2	0
CCCCNC(=O)/C(C#N)=C/c1ccc(C(=O)OC)cc1	1.5	x	17	6	4	12	0.2	-1	0	6	-29
